# Compound activity deposited in PubChem by Sanford-Burnham Center for Chemical Genomics.
# CXCR6 inh: inhibitors of human CXCR6 receptor | CHO-K1 PathHunter CXCR6 beta-arrestin, luminescence | inhibition, % at 20 µM | 360,000 tested, 0.36% active | AID 602244 | O00574; in the data active means inhibition above about 34%, passing the limit was not always enough;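 further: antagonist mode with CXCL16 agonist at 10 nM final; 0% = 10 nM CXCL16 with DMSO and 100% = unstimulated wells without agonist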
# Target sequence (O00574 whole entry, looked up): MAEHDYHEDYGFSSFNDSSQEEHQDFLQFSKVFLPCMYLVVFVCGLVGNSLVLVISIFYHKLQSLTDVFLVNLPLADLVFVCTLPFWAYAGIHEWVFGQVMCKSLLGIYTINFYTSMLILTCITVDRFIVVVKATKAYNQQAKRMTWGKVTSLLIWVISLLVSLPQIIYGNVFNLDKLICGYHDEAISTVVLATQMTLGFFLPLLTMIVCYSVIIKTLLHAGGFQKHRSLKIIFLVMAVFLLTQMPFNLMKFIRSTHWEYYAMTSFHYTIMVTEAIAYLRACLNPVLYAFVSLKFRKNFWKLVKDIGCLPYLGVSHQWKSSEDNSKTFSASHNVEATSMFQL
# Mdm2 MdmX PPI: human Mdm2/MdmX binding inhibition | SaOS-2 split-luciferase Mdm2/MdmX complementation, luminescence | AID 485346 | 330,000 tested, 3% active | O15151+Q00987 | inhibition, % at 8 µM;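 active means inhibition of at least 50% at 8 µM in the primary screen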
# EBI2 block: antagonists of human EBI2 receptor. AID 651636. P32249. EBI2 beta-arrestin recruitment, luminescence, 7a,25-OHC stimulated. inhibition, % at 5 µM. 360,000 tested, 0.81% active; in the data active means inhibition above about 38%;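 further: enzyme fragment complementation signal reports receptor beta-arrestin coupling in cells; 0% = agonist plus DMSO wells and 100% = wells without agonist; some results beyond the cut were filed as inactive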
# tim23-1 inh: inhibits growth of tim23-1 mutant yeast. S. cerevisiae tim23-1 growth, BacTiter-Glo luminescence, 24 h. inhibition, % at 20 µM. 330,000 tested, 1.3% active. AID 463212;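 active means growth inhibition of the mutant yeast at or above 50%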;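 further: temperature-sensitive mutant grown at 25 °C; plate controls were DMSO-treated mutant yeast for no effect and medium wells lacking yeast for full effect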
# APJ ag: activates the human apelin receptor APJ. 330,000 tested, 0.11% active. activation, % at 20 µM. P35414. CHO-K1 APJ PathHunter beta-arrestin, luminescence; 0% DMSO wells, 100% apelin;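 active means activation more than six SD over the plate average, tested at 20 µM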;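 further: 0% = DMSO alone and 100% = apelin-13 at 10 nM; some results filed as inactive read as strong as hits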
# Target sequence (P35414 whole entry, looked up): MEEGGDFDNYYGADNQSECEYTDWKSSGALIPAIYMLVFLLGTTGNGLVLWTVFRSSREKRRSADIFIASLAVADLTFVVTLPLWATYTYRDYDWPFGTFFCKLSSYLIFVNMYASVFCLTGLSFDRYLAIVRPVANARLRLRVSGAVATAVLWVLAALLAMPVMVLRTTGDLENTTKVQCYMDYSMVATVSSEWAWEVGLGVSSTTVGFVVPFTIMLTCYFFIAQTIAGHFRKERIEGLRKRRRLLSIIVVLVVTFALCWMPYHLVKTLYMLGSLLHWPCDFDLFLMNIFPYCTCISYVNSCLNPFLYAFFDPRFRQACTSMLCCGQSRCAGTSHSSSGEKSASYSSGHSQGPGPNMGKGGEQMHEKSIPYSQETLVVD
#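 Assay system: CHO-K1 cells stably expressing ProLink-tagged human APJ and arrestin–beta-gal acceptor. Compound dosing: 20 µM single point, 1% DMSO. Times: 16-18 h seeding, 90 min dark compound exposure, 60 min detection. Detection: beta-gal luminescence. Evaluation: APJ–arrestin association signal. Controls: negative DMSO alone, positive Apelin-13 at 10 nM.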
# UPR CHOP act: apoptotic UPR (CHOP) activation | CHO-CHOP luciferase reporter, luminescence; percent of tunicamycin response over DMSO baseline | activation, % at 10 µM | 330,000 tested, 0.34% active;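 active means at 10 µM dose, activation of 40% or more, normalized to positive control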;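 further: 100% = tunicamycin at 10 µg/mL and 0% = DMSO alone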
#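 Test system: CHO CHOP reporter cells. Input: 500 CHO-CHOP cells per well. Medium: F12 with 10% FBS. Technique: luciferase luminescence. Measure: percent activation relative to tunicamycin control. Dosing: 10 µM compound, 0.5% DMSO. Timing: 16-18 h cell attachment, then 6 h compound exposure, 37 °C.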
# XBP1 UPR activ: activators of adaptive arm of unfolded protein response (XBP1); CHO-XBP1 luciferase reporter, IRE1-XBP1 UPR activation, luminescence; percent of tunicamycin response, DMSO as zero; activation, % at 20 µM; 330,000 tested, 0.33% active;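 active means versus positive control, 20 µM dose yields 30% or more activation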;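 further: 100% = tunicamycin at 10 µg/mL and 0% = DMSO only wells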
#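 Test system: CHO-XBP1 luciferase reporter cells | Buffer or medium: Serum-containing F12 medium, 10% FBS | Schedule: 6 h compound exposure at 37 °C, 5% CO2 | Detection: Steady-Glo luciferase glow luminescence, 10 min after reagent addition | Read-out basis: Activation, % of tunicamycin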
# CCR6 antag: CCR6 (human) receptor antagonism | CHO-K1 CCR6 PathHunter beta-arrestin, luminescence, CCL20-stimulated | inhibition, % at 20 µM | 340,000 tested, 0.49% active;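 active means compounds whose inhibition of the agonist-driven luminescence signal at 20 µM reaches about 50%, limit read from the data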;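 further: cells stimulated with CCL20 at 14 nM final; plate controls were DMSO with CCL20 for no effect and DMSO without agonist for full effect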
# Target sequence (P51684 whole entry, looked up): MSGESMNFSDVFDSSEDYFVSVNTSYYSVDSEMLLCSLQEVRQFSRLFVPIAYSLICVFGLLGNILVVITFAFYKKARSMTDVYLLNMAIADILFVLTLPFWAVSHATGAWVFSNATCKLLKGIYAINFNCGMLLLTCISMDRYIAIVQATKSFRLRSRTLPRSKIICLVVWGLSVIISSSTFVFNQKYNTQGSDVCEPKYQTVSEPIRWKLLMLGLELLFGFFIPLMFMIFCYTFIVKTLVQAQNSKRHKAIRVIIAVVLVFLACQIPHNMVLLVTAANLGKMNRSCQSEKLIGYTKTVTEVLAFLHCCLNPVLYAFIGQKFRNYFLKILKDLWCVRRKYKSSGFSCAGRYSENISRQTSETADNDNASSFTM
# APJ antag: APJ receptor antagonism; P35414; CHO-K1 APJ beta-arrestin complementation, luminescence; inhibition, % at 20 µM; 330,000 tested, 0.32% active;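 active means inhibition above about 40% at 20 µM, limit read from the data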;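 further: cells challenged with 10 nM apelin-13 agonist together with compound; plate controls were apelin-13 plus DMSO wells for no effect and DMSO wells lacking apelin-13 for full effect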
# Numbers without * were called inactive; . = no result given.
SMILES,CXCR6 inh,Mdm2 MdmX PPI,EBI2 block,tim23-1 inh,APJ ag,UPR CHOP act,XBP1 UPR activ,CCR6 antag,APJ antag
CCOC(=O)c1c(C)[nH]c(C(=O)/C(C#N)=C/c2ccc(OC)c(OC)c2)c1C,-5,16,12,11,-1,1.8,-2,27,5
CCOc1ccc(Br)cc1S(=O)(=O)Nc1cccc(S(=O)(=O)Nc2ccccc2C(=O)O)c1,2,3,-25,15,-5,0.7,0,-4,14
O=C(N/N=C/c1ccccn1)c1cc(-c2ccc3ccccc3c2)n[nH]1,-7,7,-18,40,7,1.6,3,-1,-60
CCN1CCN(c2ccc(S(=O)(=O)N3CCOCC3)cc2NC(=O)/C=C/c2cccc(OC)c2OC)CC1,8,24,4,-13,-12,1.5,1,15,-37
O=C(NCCc1ccccc1)C1CC(=O)N(C2CCCCC2)C1 (stereo not given),-4,15,13,-2,-3,-1.2,-3,-14,20
O=C(CSc1nccn(-c2ccc(Br)cc2)c1=O)NC1CCCC1,-2,-4,1,25,-3,-0.7,3,-5,25
O=C(Nc1ccccc1C(F)(F)F)c1ncn[nH]1,-3,-1,1,12,0,0.0,1,2,-17
COc1ccc(CNc2nc3ccccc3n2C(C)C)c(O)c1,3,-10,-6,16,2,1.3,-5,6,3
Cc1ccc2oc(=O)c(/C=C(\O)C(C)(C)C)nc2c1,-8,1,-8,9,2,5.2,2,3,-23
CN1CCN(C(=O)c2ccc(-c3ccc(Br)cc3)o2)CC1,8,-56,2,5,-4,3.9,1,7,5
CN(C)C1N(C(=O)c2ccccc2)N=C2c3ccccc3S(=O)(=O)N21 (stereo not given),0,-11,-3,15,-4,1.0,4,1,-24
COc1ccccc1-c1cc(C(F)(F)F)nc(S(=O)(=O)CCCC(=O)O)n1,-6,4,-9,27,2,-1.6,-4,-13,8

# Some entries already given with just Mdm2 MdmX PPI, tim23-1 inh and CXCR6 inh.
SMILES | Mdm2 MdmX PPI | tim23-1 inh | CXCR6 inh
O=C(Nc1ccccc1C(F)(F)F)c1ncn[nH]1 | -1 | 12 | -3
COc1ccc(CNc2nc3ccccc3n2C(C)C)c(O)c1 | -10 | 16 | 3

# (further entries)
SMILES,CXCR6 inh,Mdm2 MdmX PPI,EBI2 block,tim23-1 inh,APJ ag,UPR CHOP act,XBP1 UPR activ,CCR6 antag,APJ antag
C#CCn1c(=NC(=O)c2cccs2)sc2cccc(OC)c21,0,-32,-2,26,1,4.7,7,18,7
COc1cc(/C(C)=N/NC(=O)CN2CCN(S(=O)(=O)c3ccc(C)cc3)CC2)ccc1O,-8,26,11,-16,-5,-0.9,-3,7,12
COC(=O)C1=CN(Cc2ccccc2)C=C(C(=O)OC)C1c1ccc(OC)c(OC)c1,9,17,9,27,-3,-1.6,2,5,0
CC(=O)c1cccc(CN2CCCC(CCC(=O)NCc3ccccc3F)C2)c1 (stereo not given),-4,-15,3,11,-3,0.9,-3,9,-17
CC(=O)c1cn(CC(=O)Nc2ccc(C)cc2C)c2ccccc12,-5,11,14,0,0,0.1,-3,12,-21
COc1ccc(-c2noc(C(C)n3nc(C)c([N+](=O)[O-])c3C)n2)cc1OC (stereo not given),7,-11,1,-24,-2,-1.9,-1,-6,20
OCCn1nc2c3ccccc3nc-2n(-c2ccccc2)c1=S,1,16,-7,1,-3,0.0,2,11,4
Cc1ccc(N2C(=O)C(Cl)=C(N3CCOCC3)C2=O)cc1Cl,-14,-12,1,-4,-1,0.3,3,5,-8
CC1CCCC(NC(=O)c2ccc3c(c2)NC(=O)CS3)C1C (stereo not given),20,-8,-5,5,9,2.3,-3,4,-7
COc1ccccc1OCCC(=O)OCC(=O)NCc1ccc(F)cc1,-6,-4,-2,3,-2,-0.7,-2,8,-4
O=C(OCC(=O)N1c2ccccc2Sc2ccccc21)c1cccnc1,-3,8,2,28,0,-1.3,2,4,-4
CC(C(=O)Oc1ccc2c(c1)OCO2)N1C(=O)c2ccccc2C1=O (stereo not given),.,-21,.,0,0,6.1,0,.,-10
S=c1[nH]nc(CNc2ccc(Cl)cc2)n1Cc1ccccc1,-5,13,8,28,-3,3.7,19,-5,7
O=C1CSC(c2ccc(Cl)cc2Cl)N1c1ccccn1 (stereo not given),-11,4,-4,9,-5,-2.5,2,17,8
O=C(c1ccco1)N1CCN(Cc2nnc(-c3ccccc3)o2)CC1,-4,24,0,1,-6,0.3,-3,-3,13
CC(=O)NC(c1ccc(C)cc1)c1cc(Cl)c2cccnc2c1O (stereo not given),10,87*,11,62*,-8,0.7,-2,35,12
CCOC(=O)c1cc(-c2ccc(/C=N\n3cnnc3)o2)ccc1Cl,3,8,-2,18,0,0.0,3,-5,-12
CN(C)c1ccc(NC(=O)CN2CCC(O)(c3ccccc3)CC2)cc1,8,13,1,2,-1,-0.9,-2,2,5
O=C(COc1ccc(Br)cc1Cl)N1CCN(c2ncccn2)CC1,-4,14,0,35,-3,-0.4,0,6,7
COc1ccc(CNC(=O)CNC(=O)c2ccc(C(C)(C)C)cc2)cc1OC,-1,-16,-1,9,-4,0.6,-3,1,-14
O=C(NCc1nnc(SCc2ccc(C(F)(F)F)cc2)n1-c1ccccc1)C12CC3CC(CC(C3)C1)C2,0,37,8,30,-2,1.1,-3,0,0
O=C(Cc1c(F)cccc1Cl)NNC(=O)c1ccc(Br)s1,-7,-11,22,6,0,2.6,-3,1,-2
O=C(Cn1c(=O)n(-c2ccc(F)cc2)c(=O)c2sccc21)NC1CCCCC1,8,-12,-12,-13,-3,0.4,-1,4,1
O=C(O)CCc1nc2cccnc2n1Cc1ccccc1,6,0,0,8,-4,-0.7,3,0,-17

# Shown as a hit in Mdm2 MdmX PPI (from the list above):
compound,CXCR6 inh,Mdm2 MdmX PPI,EBI2 block,XBP1 UPR activ,CCR6 antag,APJ antag
CC(=O)NC(c1ccc(C)cc1)c1cc(Cl)c2cccnc2c1O (stereo not given),10,87*,11,-2,35,12

# (continued)
SMILES,CXCR6 inh,Mdm2 MdmX PPI,EBI2 block,tim23-1 inh,APJ ag,UPR CHOP act,XBP1 UPR activ,CCR6 antag,APJ antag
CCn1ncc(S(=O)(=O)Nc2cc(Cl)ccc2C)c1C,0,-6,-1,22,-5,0.8,-4,4,-3
COc1cccc(OC)c1OCCCCn1cnc2ccccc2c1=O,8,3,-5,-3,-1,-1.3,2,10,5
COc1ccc(N2C(=O)[C@H]3[C@@H](C2=O)C2c4ccccc4C=NN2[C@H]3C(=O)C(C)(C)C)cc1 (stereo not given in full),8,-12,-3,20,-3,-1.1,0,1,-9
Cn1c(NC(=O)c2cc(-c3ccc4c(c3)OCO4)nc3ccccc23)cc(=O)n(C)c1=O,0,-3,4,15,-3,-0.2,1,5,-15
COC(=O)N/N=C/c1cn(CCCOc2ccccc2)c2ccccc12,1,5,-8,23,0,-0.3,0,1,2
NCCSSCCN,2,-13,0,14,-2,0.2,-6,1,6
CCOC(=O)C(=CNc1ccc2c(c1)c1ccccc1n2CC)C(=O)OCC,-16,17,2,-5,0,0.5,-1,-40,-16
COc1ccc(-c2nc(-c3cccc(C)c3)nc(N3CCN(C)CC3)c2C#N)cc1,9,66*,5,59*,0,-0.4,0,10,10
COc1ccc(CN2C(=O)c3cccnc3C2=O)cc1S(=O)(=O)N1CCCCC1C (stereo not given),13,21,6,5,0,0.0,-3,-2,19
CCC1(c2ccccc2)NC(=O)N(CC(=O)NCC2COc3ccccc3O2)C1=O (stereo not given),5,8,-2,7,1,-0.6,-4,-6,-8
Cc1cc(NC(=O)C(C)SCC(=O)Nc2ccccc2N2CCCCC2)no1 (stereo not given),4,4,9,31,-5,-1.6,-4,9,2
Cc1ccc(-n2c(O)c(C=NC3CCS(=O)(=O)C3)c3ccccc3c2=O)c(C)c1 (stereo not given),2,21,-10,11,-2,0.2,-5,18,-1
COc1ccc(N/N=C(/Oc2ccc([N+](=O)[O-])cc2)C(C)=O)cc1,4,29,-2,12,-5,1.5,2,16,26
CCN(CC(=O)Nc1c(F)cccc1F)C(=O)c1ccc(N2CCOCC2)c([N+](=O)[O-])c1,0,16,2,9,2,-0.7,0,10,-6
CCOc1cccc(C(=O)Nc2ccc3c(c2)OCCO3)c1,2,-95,9,-1,-2,-1.4,-6,7,2
CCOC(=O)C1(Cc2ccc(OC)cc2)CCN(C(=O)CN2CCOC2=O)CC1,0,25,-9,3,-4,1.3,-2,6,-16
COc1ccc(CC(CC(=O)O)C(=O)Nc2ccc(Cl)c(Cl)c2)cc1 (stereo not given),-1,-10,0,14,-2,2.7,-1,-9,17
Cc1ccc(Cl)cc1N1CCN(C(=O)Cc2csc(Nc3nc(=S)[nH]c4ccccc34)n2)CC1,3,55*,17,10,-2,5.9,14,7,3
COc1cc(C(=S)N2CCOCC2)cc(OC)c1OC(=O)Cc1ccc(F)cc1,-6,19,3,25,-1,1.7,-1,-2,-9
CCC(=O)N1CCN(c2ccccc2NC(=O)COc2ccc(C(C)C)cc2)CC1,10,12,21,39,-4,-0.1,-1,13,-44
COc1ccc(C(=O)N2CCN(c3ccc(NC(=O)c4ccco4)cc3)CC2)cc1,6,20,3,9,-2,-0.9,-4,8,-11
C/C=C(/C)C(=O)Nc1cccc(C2=NOC3(C2)C[C@@H](C(N)=O)N(C(=O)[C@H]2CCC(=O)N2)C3)c1 (stereo not given in full),-4,-11,-13,4,-2,-1.2,0,4,1
COCCNC(=O)CS(=O)Cc1nc(-c2ccc(OC)cc2)oc1C (stereo not given),3,14,-1,7,3,0.0,4,-4,6
C1=C(c2ccccc2)N2CCN=C2S1,-4,5,-9,-1,3,0.5,-1,13,-13
COc1ccc(C(=O)n2nnc3ccccc32)cc1Br,24,25,-10,40,-5,-0.9,-4,29,24
O=C(N/N=C/c1ccc(Cl)cc1)c1ccc2c(c1)OCO2,2,15,15,3,0,4.8,0,13,-1
CCCC(=O)O[C@@H]1C[C@@H](C)N(C(=O)c2ccccc2)c2ccc(C)cc21,17,-17,11,43,-4,0.3,-5,5,22
CC(=O)N/C(=C\c1ccc(F)cc1)C(=O)NC(Cc1ccccc1)C(=O)O (stereo not given),2,-11,-11,-7,0,1.9,-2,5,-3
O=C(NC1CCS(=O)(=O)C1)c1cn(-c2ccccc2)nc1-c1ccccc1 (stereo not given),-2,-14,-5,9,3,-2.6,-1,-12,6
COc1ccccc1CNC(=O)c1cnn2c(C(F)F)cc(C)nc12,-1,6,4,6,3,-2.7,-1,-15,-1
Cc1ccc(S(=O)(=O)CCC(=O)NCCC2=CCCCC2)cc1,10,22,-5,8,1,0.1,0,8,6
CN1CCN(CCCNC(=O)c2ccc3c(=O)n(CCc4ccccc4)c(=O)[nH]c3c2)CC1,5,3,-1,-1,0,1.6,-3,7,6
Cc1cc(=O)[nH]c(SCCc2ccccc2)n1,-5,2,7,15,-2,-1.5,-1,-2,-5

# An excerpt, so the mix of outcomes need not match the whole.
